Screening results (PubChem BioAssay)
TrxR1 substrate: rat thioredoxin reductase 1 substrate activity. O89049. purified TrxR1 substrate turnover, NADPH consumption readout. Potency, µM (doses to about 114 µM), for inactives: at the highest dose activity change, negative = substrate turnover. actives 0.01% (n = 390,000). AID 588456; note: % is set by controls: 0 for no effect and ±100 for the full control effect; nearly all actives have a fitted effect of over 50% in size
Target sequence (O89049 whole entry, looked up): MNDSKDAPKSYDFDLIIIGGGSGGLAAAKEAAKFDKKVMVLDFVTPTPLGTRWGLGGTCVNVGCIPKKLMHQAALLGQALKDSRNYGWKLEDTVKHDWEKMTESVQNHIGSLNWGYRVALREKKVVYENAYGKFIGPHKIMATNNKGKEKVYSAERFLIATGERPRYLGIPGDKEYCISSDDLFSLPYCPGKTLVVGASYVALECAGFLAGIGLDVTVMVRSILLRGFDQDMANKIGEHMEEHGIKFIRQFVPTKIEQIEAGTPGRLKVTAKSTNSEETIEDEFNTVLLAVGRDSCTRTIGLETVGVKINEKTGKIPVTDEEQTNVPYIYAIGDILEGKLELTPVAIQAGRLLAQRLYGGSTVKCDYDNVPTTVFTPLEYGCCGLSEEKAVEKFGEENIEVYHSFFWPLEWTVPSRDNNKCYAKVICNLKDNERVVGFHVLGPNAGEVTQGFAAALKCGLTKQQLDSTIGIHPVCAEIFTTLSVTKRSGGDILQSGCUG
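Rat TrxR1, dispensed at 90 nM, was prereduced with 400 uM NADPH (final) for 5 min at ~22 deg C, then incubated with compound 15 min before 400 uM selenite. A first-read NADPH fluorescence drop versus no-compound background flagged substrates.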
USP1 inh: USP1/UAF1 (human) deubiquitinase inhibition. Potency, µM (top dose mostly 57.1 µM), without a hit: top-dose activity change, negative = inhibition, hits mostly inhibitors. O94782. recombinant USP1/UAF1, Ub-Rhodamine cleavage fluorescence. AID 743255. actives 0.23% (n = 390,000); note: % is set by controls: 0 for no effect and ±100 for the full control effect; nearly all actives have a fitted effect of over 60% in size; inactives centre near -12
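USP1/UAF1 complex at 1 nM was preincubated with compound for 15 min at room temperature, then Ub-Rho substrate (150nM final) was added. Fluorescence (480/540 nm) was read kinetically, 6 reads every 60 seconds.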
Vif-APOBEC3F blk: Vif-A3F binding inhibition | HeLa A3F-eYFP + Vif (tagged APOBEC3F with the HIV-1 protein that degrades it), YFP fluorescence increase | Potency, µM (highest dose often 46.1 µM), for inactives: top-dose activity, negative = active | actives 0.2% (n = 390,000); note: % of control where 0% means no effect; nearly all actives have a fitted effect of over 65% in size
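Fluorescence increase (Ex 488/Em 500-530) after overnight compound treatment at 37 deg C flags inhibition of Vif-driven A3F-eYFP loss in stable HeLa A3F-eYFP/Vif cells seeded overnight beforehand.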
RGS4 inh: blocks human RGS4-accelerated GTP hydrolysis | actives 0.039% (n = 390,000) | Transcreener GDP fluorescence polarization, RGS4-accelerated GTP hydrolysis | Potency, µM (series often up to 114 µM), without a hit: at the highest dose activity change, negative = inhibition, hits mostly inhibitors | P49798 | AID 504845; note: % is set by controls: 0 for no effect and ±100 for the full control effect; nearly all actives have a fitted effect of over 75% in size; some results filed as inactive show a strong effect at the top dose
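MLSMR compounds (23 nl, pin-transferred) preincubated 10 min at room temperature with a 500nM (2x) first reagent, then RGS4 at 900nM (2x) plus Transcreener GDP mix added; fluorescence polarization (620/688 nm) read before and after 90 min at 30 °C.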
TrxR1 inh: inhibitors of rat thioredoxin reductase 1 | recombinant rTrxR1, NADPH fluorescence consumption, selenite substrate | AID 588453 | actives 1% (n = 390,000) | Potency, µM (doses to about 114 µM), inactives show at the top dose activity change, negative = inhibition, usual class: inhibitors; note: % is set by controls: 0 for no effect and ±100 for the full control effect; nearly all actives have a fitted effect of over 65% in size
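Rat TrxR1 (90 nM in the dispensed reagent) was pre-reduced with 400 uM NADPH for 5 min at room temperature, then incubated with compound for 15 min. After 400 uM selenite was added, NADPH fluorescence (Ex 340/Em 450 nm) was followed for 8 min.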
RXFP1 ag: agonists of human relaxin receptor RXFP1 | Q9HBX9 | HEK293T-RXFP1 cAMP TR-FRET, 30 min; response scale: percent of porcine relaxin response, buffer zero | Potency, µM (top dose mostly 57.5 µM), without a hit: top-dose activation, actives largely listed as activators | actives 0.3% (n = 370,000) | AID 2676; note: % is set by controls: 0 for no effect and ±100 for the full control effect; nearly all actives have a fitted effect of over 60% in size; many of its hits are not listed in these tables
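Agonist response is measured as cAMP accumulation in an RXFP1-transfected HEK293T line under PDE4 inhibition. Values are scaled between buffer-only and 29 nM porcine relaxin, and EC50s come from standard Hill equation fits.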
12-LOX inh: inhibitors of human 12S-lipoxygenase ALOX12 | purified 12hLO, xylenol orange hydroperoxide absorbance | Potency, µM (titrated, usually from 108 µM), for inactives: top-dose activity change, negative = inhibition, actives largely listed as inhibitors | AID 1671190 | actives 1.1% (n = 580,000); note: % is set by controls: 0 for no effect and ±100 for the full control effect
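Purified human 12hLO at 150 nM in 25 mM Hepes, 0.01% Triton X-100, pH 7.0, preincubated 15 min at room temperature with compound. Reaction started with 40 uM arachidonic acid, 30 min at room temperature. Hydroperoxide measured by Fe-xylenol orange, 573/405 nm absorbance ratio.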
Vif-APOBEC3G blk: blocks the Vif interaction with human APOBEC3G | HeLa A3G-eYFP + Vif (tagged APOBEC3G with the HIV-1 protein that degrades it), YFP fluorescence, overnight | Potency, µM (doses to about 46.1 µM), for inactives: at the highest dose activity, negative = active, actives largely listed as inhibitors | actives 0.076% (n = 410,000) | Q9HC16;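 note: % is set by controls: 0 for no effect and ±100 for the full control effect; nearly all actives have a fitted effect of over 60% in size; hits raise eYFP signal because A3G escapes Vif-driven loss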
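HeLa cells stably expressing Vif and C-terminally eYFP-tagged A3G, seeded overnight at 37 deg C, then exposed to compound by pintool overnight at 37 deg C. Rise in yellow fluorescence (Ex 488/Em 500-530, Acumen) marks blocked Vif-driven A3G degradation.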
mIDH1 inhibitor: blocks human mutant IDH1 R132H enzyme | Potency, µM (titrated, usually from 76.6 µM), without a hit: top-dose activity change, negative = inhibition, hits mostly inhibitors | IDH1-R132H enzyme, NADPH consumption, diaphorase/resazurin fluorescence | actives 0.093% (n = 390,000) | AID 602179 | O75874; note: % is set by controls: 0 for no effect and ±100 for the full control effect; nearly all actives have a fitted effect of over 65% in size
Target sequence (O75874 whole entry R132H, stated change not applied): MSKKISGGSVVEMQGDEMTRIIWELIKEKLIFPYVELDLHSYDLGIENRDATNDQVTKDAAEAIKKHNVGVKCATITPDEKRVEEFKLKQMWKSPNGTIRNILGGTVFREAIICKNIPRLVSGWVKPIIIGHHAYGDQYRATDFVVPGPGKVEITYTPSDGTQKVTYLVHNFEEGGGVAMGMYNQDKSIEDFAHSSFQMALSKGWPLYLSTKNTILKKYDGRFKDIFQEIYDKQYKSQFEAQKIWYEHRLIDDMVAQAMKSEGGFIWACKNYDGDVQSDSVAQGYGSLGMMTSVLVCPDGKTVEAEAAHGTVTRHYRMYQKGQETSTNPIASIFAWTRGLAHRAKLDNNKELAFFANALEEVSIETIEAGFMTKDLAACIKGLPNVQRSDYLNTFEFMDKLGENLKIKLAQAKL
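IDH1-R132H (0.5 ug/mL dispensed) in pH 7.5 Tris buffer was preincubated 30 min with compound, then given a substrate mix of 0.016 mM NADPH and 2 mM alpha-KG for 80 min at room temperature; remaining NADPH was read by diaphorase/resazurin fluorescence.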
Numbers without * were called inactive; ? = inconclusive; · = not tested or not shown; & = joins results of further samples; [ ] = another dose, or the depositor's remark. Calls come from the whole dose curve; as a rule, active = well fitted curve in the direction sought with a large enough effect; inconclusive = small, poorly fitted or top-dose-only effect, or another doubt; inactive = no such curve, though single readings can be large; an effect the other way counts as inactive or inconclusive. Potency is the fitted concentration of half-maximal effect. These rows are one share of the data. The share of hits here may be higher or lower than overall.

Each structure is followed by: TrxR1 substrate | USP1 inh | Vif-APOBEC3F blk | RGS4 inh | TrxR1 inh | RXFP1 ag | 12-LOX inh | Vif-APOBEC3G blk | mIDH1 inhibitor
1: O=C(c1cccnc1)N1CCN(c2c(Cl)cccc2[N+](=O)[O-])CC1
    -4.3% | -12.7% | 1.1% | -6.0% | -3.2% | 2.0% | 314.9%[activator] | 1.8% | 7.5%
2: O=C(CCC1CCCN(C(=O)CCC(F)(F)F)C1)NCc1ccc(F)c(F)c1 (stereo not given)
    4.9%[57.1 µM] | -7.8% | -1.3% | -21.8% | 14.2%[57.1 µM] | -0.2% | 3.7% | -0.4% | 2.0%
3: CCCCNC(=O)c1sc2ncccc2c1-n1cccc1
    3.8%[57.1 µM] | ? | -2.4% | -8.1% | 22.4%[57.1 µM] | 5.0% | -4.4% | -9.8% | 4.0%
4: CCS(=O)(=O)N1CCC(C(=O)N2CCc3ccccc3C2)CC1
    -7.8% | ? | 10.7% | 14.1% | -14.5% | 0.6% | 7.5% | -0.8% | 6.6%
5: Cc1ccc2nc(-c3cccc(NS(C)(=O)=O)c3)cc(-c3ccccc3)c2c1
    -5.7% | -2.7% | -15.4% | -12.1% | -4.2% | 3.6% | -19.1% | -8.7% | -18.1%
6: Cc1cc(C(=O)NCCN2C(=O)S/C(=C\c3cccs3)C2=O)ccc1[N+](=O)[O-]
    1.8% | -7.3% | -4.2% | 26.1% | 0.9% | 1.1% | 2.7% | -2.1% | -5.4%
7: COc1ccc(NC(=O)c2sc3nc(C)nc(N4CCN(c5ccccn5)CC4)c3c2C)cc1Cl
    -9.5% | -8.5% | -4.3% | 10.5% | -20.3% | 5.2% | -14.7% | -7.6% | -0.6%
8: COc1ccc(/C=C/C(=O)c2ccc([N+](=O)[O-])o2)cc1
    -2.6% | -12.0% | -1.8% | -27.7% | ? | 1.1% | -22.5% | ? | -3.0%[38.3 µM]
9: CN(C)CCCNC(=O)/C(=C\C=C\c1ccccc1)NC(=O)c1ccc([N+](=O)[O-])cc1
    -18.7% | -7.8% | 6.5% | 6.7% | ? | -0.7% | ? | 1.3% | -1.1%
10: Cc1cc2ccccc2n2c(SCC(=O)N3CCc4ccccc4C3)nnc12
    0.2%[57.1 µM] | -20.3% | -0.9% | -8.2% | 3.6%[57.1 µM] | 0.6% | ? | -2.0% | 6.1%
11: CCN(CC)CCNC(=O)C1c2ccccc2Oc2ccccc21
    -11.5% | -18.0% | -6.2% | -18.9% | -25.3% | 3.6% | 0.0% | 1.7% | 0.5%
12: CC(=O)c1cc2c(cc1NC(=O)Cn1nc(C)c(C)c(C#N)c1=O)OCO2
    -0.4% | -12.1% | 1.0% | -19.2% | 0.3% | 1.3% | 11.3% | 0.8% | 0.0%
13: CS(=O)(=O)N1CCCC(C(=O)N2CCc3ccccc3C2)C1 (stereo not given)
    8.8% | -28.9% | -11.1% | 8.9% | 19.3% | 0.8% | 9.3% | -0.4% | 1.6%
14: O=C(NCCc1ccncc1)c1ccc2nc(Cc3cccc(Cl)c3)oc2c1
    -4.9% | -20.3% | 2.7% | 15.1% | -2.4% | -2.4% | 0.0% | -1.5% | 0.9%
15: Cc1ccc(S(=O)(=O)N(CC(=O)Nc2ccc(Cl)cc2Cl)c2ccccc2C)cc1
    -1.7% | ? | -4.1% | -19.3% | 19.8% | -0.6% | ? | 1.3% | 0.0%
16: COc1cccc(OCC(O)CN2CCC(C)CC2)c1 (stereo not given)
    5.9% | -18.8% | -17.1% | -16.4% | 24.4%[57.1 µM] | 0.2% | -3.4% | 1.8% | 6.5%
17: COc1cc(/C=C2\SC(N3CCCCC3)=NC2=O)cc(OC)c1OC
    -4.6%[57.1 µM] | -13.8% | -1.8% | -16.5% | -4.8%[57.1 µM] | -0.9% | ? | -7.4% | -2.1%
18: COc1ccc(S(=O)(=O)N2Cc3ccccc3CC2C(=O)Nc2nccs2)cc1 (stereo not given)
    0.4% | -8.9% | -11.9% | -32.7% | 11.1% | -2.8% | 25.6% | -8.3% | 0.0%
19: CSc1ccccc1NC(=O)COC(=O)c1ccccc1Cc1ccccc1
    2.8% | -23.7% | 3.1% | -3.6% | 9.6% | 0.6% | -20.1% | -2.6% | -3.0%
20: CC(=O)c1cccc(S(=O)(=O)N2CCC(C(=O)NC3CCCC3)CC2)c1
    -5.1%[57.1 µM] | -20.1% | -6.4% | -9.2% | 5.4%[57.1 µM] | 0.7% | -27.3% | -0.6% | 0.9%
21: CC1CCN(C(=O)c2ccc(NS(=O)(=O)c3cccs3)cc2)CC1
    2.5% | ? | 10.8% | 3.9% | 5.4% | 0.5% | 0.0% | 5.3% | -7.2%
22: O=C(CNC1CCCCC1)Nc1cc(S(=O)(=O)N2CCOCC2)ccc1Cl
    -8.7% | -8.1% | 1.7% | -14.5% | 12.6%[57.1 µM] | 1.3% | -1.7% | -0.1% | -3.5%
23: Cc1cccc(C)c1OCCCn1c(CCNC(=O)C2CCCCC2)nc2ccccc21
    -11.0%&-1.4% | 2.5% | -6.6% | 3.6%&-5.6% | 19.5%&6.1% | 1.5% | -17.1% | -6.7%&-7.8% | -5.8%
24: O=P(Cc1ccncc1)(c1ccccc1)c1ccccc1
    5.4% | -23.8% | -9.0% | 7.6% | 9.3% | 0.1% | 0.0% | 0.3% | 3.9%
25: Cc1ccc(OCC(=O)OCC(=O)NC2CC2)cc1C
    2.9% | -20.1% | 3.6% | 13.3% | 8.8% | -0.4% | -6.6% | -14.7% | -4.2%
26: CC(C)(C)Cc1nnc(NC(=O)Cc2ccc([N+](=O)[O-])cc2)s1
    -5.2% | -21.7% | -12.3% | -40.4% | -10.7% | 0.2% | ? | 2.2% | 1.7%
27: COc1ccc(CCOC(=O)c2ccc(N)c([N+](=O)[O-])c2)cc1
    -0.7% | -21.1% | -4.3% | 20.6% | 33.9% | -2.3% | 277.8%[activator] | 1.1% | 6.2%
28: CSc1ccccc1C(=O)N1CCC(CCC(=O)NC2CC2)CC1
    428.6%[activator] | -22.6% | -0.7% | 5.8% | 16.8% | 3.1% | -0.1% | 0.4% | 20.6%
29: CCC1CCCCN1CCCNC(=O)C1CCCN(c2nn3c(=O)cc(C)nc3s2)C1 (stereo not given)
    -8.6% | -6.6% | -0.6% | -2.3%[56.9 µM] | -1.0% | -0.2% | -6.6% | 0.7% | -9.3%
30: COc1ccc(C2CC(c3cccs3)=NN2C(=O)CSc2nc3ccccc3s2)cc1 (stereo not given)
    25.9% | -22.0% | 1.2% | -5.7% | 6.0% | 1.0% | -24.2% | -1.7% | -6.1%

Reprinted from the part before: 3 entries; new compounds follow.
Each structure is followed by: TrxR1 substrate | USP1 inh | Vif-APOBEC3F blk | RGS4 inh | TrxR1 inh | RXFP1 ag | 12-LOX inh | Vif-APOBEC3G blk | mIDH1 inhibitor
28: CSc1ccccc1C(=O)N1CCC(CCC(=O)NC2CC2)CC1
    428.6%[activator] | -22.6% | -0.7% | 5.8% | 16.8% | 3.1% | -0.1% | 0.4% | 20.6%
29: CCC1CCCCN1CCCNC(=O)C1CCCN(c2nn3c(=O)cc(C)nc3s2)C1 (stereo not given)
    -8.6% | -6.6% | -0.6% | -2.3%[56.9 µM] | -1.0% | -0.2% | -6.6% | 0.7% | -9.3%
30: COc1ccc(C2CC(c3cccs3)=NN2C(=O)CSc2nc3ccccc3s2)cc1 (stereo not given)
    25.9% | -22.0% | 1.2% | -5.7% | 6.0% | 1.0% | -24.2% | -1.7% | -6.1%
31: CCOC(=O)Cc1csc(NC(=O)CSc2nnc(-n3nc(C)cc3C)c3ccccc23)n1
    -7.7% | 2.2% | -4.3% | 8.8% | -8.8% | 13.9% | 13.0% | 0.6% | -4.2%
32: CN(CC(=O)Nc1ccc(Cl)cc1)C(=O)CCc1c[nH]c2ccccc12
    0.0%[57.1 µM] | -16.4% | -0.7% | 9.7% | 14.2%[57.1 µM] | -2.7% | -28.0% | 0.7% | 16.1%
33: Cc1ccc(Nc2nnc(SCC(=O)Nc3cccc(S(=O)(=O)NC4=NCCCCC4)c3)s2)cc1
    -3.1% | 1.5% | 3.8% | 12.9% | 8.6% | -1.8% | -4.5% | -6.7% | 5.8%
34: CSc1ccc(C(=O)C2CCCN(C(=O)c3ccc4c(c3)no[n+]4[O-])C2)cc1 (stereo not given)
    -8.4% | -15.2% | 0.6% | -9.0% | 15.3% | 4.5% | -4.4% | -2.4% | 3.5%
35: Cc1nc(SCc2nc3cc(Cl)c(F)cc3[nH]2)c2oc3ccccc3c2n1
    -0.7% | · | -24.1% | -23.6% | 16.1% | · | 2.8% | ? | ·
36: O=C(CCNC(=O)c1ccccc1Cl)Nc1cccc(S(=O)(=O)N2CCOCC2)c1
    0.2% | -1.1% | 3.0% | 10.3% | 6.2% | 0.4% | 170.9%[activator] | 2.3% | -5.5%
37: COc1ccc(NC(=O)CCCC(=O)OCC(F)(F)C(F)F)cc1
    -0.6%[57.1 µM] | -12.8% | 0.7% | -23.8% | 4.9%[57.1 µM] | 0.0% | 5.4% | -0.1% | 3.9%
38: N#Cc1c[nH]n2c(=O)cc(Cc3ccccc3)nc12
    7.8%[57.1 µM] | -10.5% | 0.5% | -3.9% | -21.9%[57.1 µM] | -1.4% | -23.9% | 1.2% | 6.6%
